Screening data (PubChem)
IMPase cell inh = cell-permeable inhibitors of inositol monophosphatase (IMPase) | CHO-M1 cells, IP1 accumulation, HTRF TR-FRET ratio | 120,000 tested, under 10 active | AID 901 | inhibition (IP1 accumulation), % at 46.1 µM; active = well fitted curve in the direction sought with a large enough effect in the signal ratio, not every such curve was filed as active; inconclusive = small, poorly fitted or top-dose-only effect, or a change in a side signal; inactive = no such curve, though single readings can be large or run the other way; the % refers to the signal ratio;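 note: cells stimulated with carbachol in lithium chloride buffer; plate controls were DMSO basal wells for no effect and reference inhibitor wells for full effect; higher means more IMPase inhibition seen as more IP1 and lower FRET ratio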
Target sequence (P97697 whole entry, looked up): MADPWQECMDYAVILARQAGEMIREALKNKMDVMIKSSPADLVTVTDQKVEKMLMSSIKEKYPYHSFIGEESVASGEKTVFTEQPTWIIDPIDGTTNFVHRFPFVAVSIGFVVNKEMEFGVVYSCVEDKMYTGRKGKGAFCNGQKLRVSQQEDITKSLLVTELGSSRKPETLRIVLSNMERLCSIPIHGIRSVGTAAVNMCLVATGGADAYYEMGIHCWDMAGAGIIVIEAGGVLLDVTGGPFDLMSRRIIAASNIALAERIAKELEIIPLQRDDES
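In this qHTS, compounds (final up to 46 uM) act on CHO-M1 cells that are then activated through the M1 receptor with carbachol, in pH 7.4 buffer containing 50 mM LiCl, for 30 min. IP1 accumulation is quantified by the IP-One immunoassay.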
12-hLO inh = blocks human 12-lipoxygenase activity; P18054; purified 12-hLO, xylenol orange hydroperoxide absorbance; Potency, µM (doses to about 57.1 µM), inactives show at the highest dose activity change, negative = inhibition, most hits filed as inhibitors; hit rate 0.12% among 150,000; AID 1452; note: potency is the fitted concentration of half-maximal effect; nearly all actives have a fitted effect of over 55% in size; many of its hits are not listed in these tables
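Xylenol orange chromogenic assay: hydroperoxide from 12hLO oxidises Fe(II), giving red-shifted Fe(III)-XO absorbance. Conditions: 150 nM enzyme, 40 uM arachidonic acid, 25 mM Hepes pH 7.0, 0.01% Triton X-100, 30 min, room temperature.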
ALOX15B inhib = 15-hLO-2 (ALOX15B) enzyme inhibition | AID 881 | hit rate 0.56% among 110,000 | O15296 | purified 15hLO-2, xylenol orange hydroperoxide absorbance | Potency, µM (doses to about 57.1 µM), for inactives: at the highest dose activity change, negative = inhibition, most hits filed as inhibitors; note: potency is the fitted concentration of half-maximal effect; nearly all actives have a fitted effect of over 60% in size; many of its hits are not listed in these tables
Target sequence (O15296 whole entry, looked up): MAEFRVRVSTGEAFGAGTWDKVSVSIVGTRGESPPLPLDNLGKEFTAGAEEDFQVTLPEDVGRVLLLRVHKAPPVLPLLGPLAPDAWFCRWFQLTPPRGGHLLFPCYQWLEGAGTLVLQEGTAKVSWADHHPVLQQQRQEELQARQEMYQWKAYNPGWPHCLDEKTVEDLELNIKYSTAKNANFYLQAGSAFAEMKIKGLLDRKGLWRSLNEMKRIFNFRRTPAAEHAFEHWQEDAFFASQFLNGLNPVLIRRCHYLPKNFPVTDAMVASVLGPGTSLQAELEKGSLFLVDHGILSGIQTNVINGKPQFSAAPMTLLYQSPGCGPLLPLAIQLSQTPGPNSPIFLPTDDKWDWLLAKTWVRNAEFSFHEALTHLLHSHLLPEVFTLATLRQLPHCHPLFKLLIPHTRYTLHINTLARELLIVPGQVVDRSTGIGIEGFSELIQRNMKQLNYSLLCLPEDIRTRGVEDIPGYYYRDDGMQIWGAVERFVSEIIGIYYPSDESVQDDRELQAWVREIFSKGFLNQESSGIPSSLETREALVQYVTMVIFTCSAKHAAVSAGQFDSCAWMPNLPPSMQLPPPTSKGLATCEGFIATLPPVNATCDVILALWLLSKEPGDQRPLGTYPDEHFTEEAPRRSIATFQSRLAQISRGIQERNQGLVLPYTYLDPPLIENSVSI
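Purified human 15hLO-2 (50 nM final) preincubated with compounds 15 min at room temperature in 25 mM Hepes pH 7.5, 0.01% Triton X-100, then 45 uM arachidonic acid added for 90 min; hydroperoxide detected via ferrous/xylenol orange, 573/405 nm absorbance ratio.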
PNC inhibitor = blocks assembly of the perinucleolar compartment | PC3M PTB-GFP, PNC prevalence imaging, 16 h; active compounds read low | activity change (PNC), negative = inhibition, % at 10 µM | hit rate 3.1% among 140,000;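 active = readout at or below -70, meaning at least 70% loss of cells showing the perinucleolar compartment, a nuclear body marking cancer cells; inconclusive = readout between -30 and a set limit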;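 note: plate controls were DMSO wells for no effect and camptothecin positive control wells for full effect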
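PC3M cells stably expressing PTB-GFP, 750–1000 cells/well, treated 16 h at 37 °C with compound (23 nl of library stock), in duplicate. After paraformaldehyde fixation and Hoechst stain, imaged at 20x; PNC prevalence scored by image analysis.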
Starred values were filed as active, the others as inactive; ? = inconclusive; . = not tested or not shown; [ ] = dose if it differs, or a comment. Unless noted, calls come from the whole dose curve; as a rule, active = well fitted curve in the direction sought with a large enough effect; inconclusive = small, poorly fitted or top-dose-only effect, or another doubt; inactive = no such curve, though single readings can be large; an effect the other way counts as inactive or inconclusive. Unless noted, % is set by controls: 0 for no effect and ±100 for the full control effect.

canonical_smiles | IMPase cell inh | 12-hLO inh | PNC inhibitor | ALOX15B inhib
Cc1nnc(SCC(=O)NC2CC2)n1CCc1ccccc1 | 2 | -1% | -3 | 5%
CCCNC(=O)c1ccc2c(c1)ncn2-c1ccccc1OC | -4 | -1% | ? | 2%
Cc1ccc(NC(=O)c2ccc(-c3nn(C)c(=O)c4ccccc34)cc2)cc1 | -1 | 2% | 25 | 0%
C=CCn1c(C)cc(C(=O)COC(=O)c2ccc3c(c2)NC(=O)CS3)c1C | . | -1% | -81* | .
CSc1nnc(C)c(=O)n1COC(=O)c1ccc(S(=O)(=O)N(C)C)cc1 | . | -1% | 28 | .
Cc1cc(C)nc(NS(=O)(=O)c2ccc(NC(=O)c3ccc(S(=O)(=O)N4CCOCC4)cc3)cc2)n1 | 3 | 4% | -21 | 3%
COc1cccc(/C=N/c2sc(Cc3ccccc3)c(C)c2C(N)=O)c1O | -1 | -22% | 9 | .
CCc1ccccc1S(=O)(=O)Cc1ccc(C(=O)NCC2CCCO2)o1 (stereo not given) | 7 | -8% | ? | -7%
Cc1ccc(-n2ncc3c2ncn2c(-c4ccncc4)nnc32)cc1 | 2 | 4% | -91* | -2%
Cn1cccc1/C=N/NC(=O)c1sc2ccccc2c1Cl | 6 | -6% | 22 | -17%
COCCOC(=O)c1c(C)n(C)c2ccc(OC(=O)N3CCOCC3)cc12 | 2 | 1% | 20 | 1%
Cc1ccc(C(O)CN2C3=NCCCN3c3ccccc32)cc1 (stereo not given) | 11 | 1% | 13 | .
Cc1nc(SCC(=O)Nc2nc3ccccc3s2)c(C#N)c(C)c1C | . | 1% | 16 | .
Cc1ccc2cc(COC(=O)c3ccncc3)c(=O)[nH]c2c1 | -3 | -6% | 23 | -4%
O=C(CSc1nnc(-c2ccco2)o1)c1ccccc1 | 6 | -5% | 18 | -13%
COC(=O)CCC(=O)Nc1nnc(C(F)(F)F)s1 | 3 | -3% | 19 | 2%
COc1ccc(C(=O)/C=C\N2CCOCC2)cc1 | -2 | ? | ? | -3%
CC1(C)Cc2ccccc2C(=NCCCCCC(=O)O)N1 | 4 | 2% | 30 | .
COc1ccc(C(=O)N2CCC(N3CCN(c4ccccc4)CC3)CC2)cc1 | -2 | -1% | 32 | -14%
CCC(=O)N1CCc2cc(S(=O)(=O)NC(Cc3ccccc3)C(=O)NC3CCCCC3)ccc21 (stereo not given) | . | -1% | 69 | .
C=CCOc1cccc(CNn2cn[nH]c2=S)c1 | 1 | 4% | 2 | -13%
Cc1[nH]c(=O)[nH]c(=O)c1NS(=O)(=O)c1ccccc1 | -4 | -2% | -18 | .
O=C(NCc1cccnc1)c1ccc(-c2ccccc2[N+](=O)[O-])o1 | . | 4% | 58 | .
Oc1cccc(CN2CCCCC2)c1 | . | 1% | 1 | .
O=C(CN1CCN(C2CCCCC2)CC1)c1ccc2cc[nH]c2c1 | -3 | -1% | 0 | -9%
CN1CCN(c2ccccc2NC(=O)c2ccc(-c3cccc([N+](=O)[O-])c3)o2)CC1 | . | -1% | 25 | .
CCN(CC)S(=O)(=O)c1cccc(-c2n[nH]c(=S)n2/N=C/c2ccc(OC)cc2)c1 | . | -6% | 17 | .
CC(C)NC(=O)NC(=O)COC(=O)c1ccc(F)cc1F | 2 | -3% | 6 | .
O=C(NCC1CCCO1)c1cccnc1Nc1ccccc1F (stereo not given) | 2 | 2% | 1 | 5%
CC1CCN(C(=O)C2Cc3ccccc3CN2S(=O)(=O)c2ccc(F)cc2)CC1 (stereo not given) | 6 | -4% | -28 | -8%
O=C(c1ccco1)N1CCN(CCCCOc2cccc3ccccc23)CC1 | . | -15% | 28 | .
CCCCNS(=O)(=O)c1ccc2nc(-c3cccnc3)cc(C(=O)NC(C)C)c2c1 | . | -2% | 39 | .
CCCCNCCCCOc1ccccc1 | 2 | 4% | 40 | 6%
Cc1ccccc1OCCn1c(CCNC(=O)C(C)C)nc2ccccc21 | -2 | 2% | -13 | .
O=C(NNC(=S)Nc1ccccc1)c1cccc(Br)c1 | 4 | -6% | 11 | 29%
COc1ccc(NC(=O)CN(C)S(=O)(=O)c2ccccc2)c([N+](=O)[O-])c1 | 2 | 0% | 17 | -4%
COc1nn(CC(=O)N2N=C(C)CC2(O)C(F)F)cc1[N+](=O)[O-] (stereo not given) | 2 | 2% | -22 | .
C(=C\c1ccccc1)/C=N/Nc1nc(N2CCOCC2)nc(N2CCOCC2)n1 | 1 | -3% | -17 | 1%
O=C(Nc1nnc(CCS(=O)(=O)c2ccc3ccccc3c2)s1)c1cccs1 | . | -4% | 21 | .
Cn1c(N/N=C\c2cccc(O)c2)cc(=O)n(C)c1=O | 2 | -2% | ? | .
Cc1cc(C)cc(NC(=S)NC2CC3CCC(C2)N3Cc2ccco2)c1 (stereo not given) | 1 | 4% | 20 | 6%
Cc1ccc(C2=Nc3ccccc3NC(C)(c3ccc(C)o3)C2)o1 (stereo not given) | 9 | -15% | -8 | -21%
COC(=O)c1c(NC(=O)COC(=O)CNC(=O)C2CCCCC2)sc(C)c1C | . | -1% | 76 | .
O=C(c1coc(=O)c(Br)c1)N1CCCc2ccccc21 | -6 | -19% | -14 | ?
CC1(C(=O)O)CCC(C(=O)N2CCOCC2)C1(C)C (stereo not given) | 2 | -3% | ? | 6%
CC(C)N1C(=O)N(c2ccccc2)C(C)(O)CC1(C)C (stereo not given) | 2 | 2% | -25 | .
Cc1ccc(C)c2c1cc(C)c1nnc(SCC(=O)Nc3nc4c(s3)CCCC4)n12 | . | -3% | 57 | .
CC(C)N(Cc1nc(-c2ccccc2)no1)C(=O)c1ccc2c(c1)OCO2 | 3 | -3% | ? | -5%
CS(=O)(=O)N(CC(=O)Nc1ccc(F)cc1F)c1cccc([N+](=O)[O-])c1 | 1 | 4% | 42 | -23%
Cc1n[nH]c(=S)n1/N=C/c1ccccc1OCc1ccc(Cl)cc1 | 11 | -17% | ? | -19%
Cc1cccc(NC(=O)c2onc3c2CCCC3)c1C | 6 | -4% | -27 | -1%
OCCN1CCN(c2nc(-c3ccccc3)c3cc(Cl)ccc3n2)CC1 | 7 | 6% | 121 | 83%[activator]
CCSc1oc(-c2ccco2)nc1S(=O)(=O)c1ccc(F)cc1 | -4 | -15% | ? | ?
Cc1cc(NC(=O)c2cccc(S(=O)(=O)N3CCOCC3)c2)no1 | -2 | 10% | ? | -3%
CCN(c1ccccc1)S(=O)(=O)c1cnc[nH]1 | 11 | -2% | 19 | 0%
CNC(=O)CN(c1ccc(F)cc1)S(=O)(=O)c1cc(C)ccc1OC | 1 | -2% | -18 | 3%
CCN(CC(=O)Nc1cccc(OC)c1)c1ncnc2sc(C)c(C)c12 | -2 | -1% | 2 | .
Cc1nc(C(F)(F)F)c(C(=O)NC(=O)Nc2ccc(OC(F)(F)F)cc2)s1 | 7 | -3% | 0 | -1%
COC(=O)c1ccc(NC(=O)C23CCC(C)(C(=O)O2)C3(C)C)cc1 (stereo not given) | 5 | -4% | 38 | -4%
CCc1c(C)nc2cc(-c3ccc(OC)c(OC)c3)nn2c1N1CCC(C)CC1 | 10 | 6% | -18 | 29%

Next section
canonical_smiles | IMPase cell inh | 12-hLO inh | PNC inhibitor | ALOX15B inhib
O=C(NCCn1cc(SCc2ccccc2)c2ccccc21)c1ccccc1F | . | -10% | 76 | .
O=C(OCc1cccs1)c1ccccc1NS(=O)(=O)c1ccc2c(c1)OCCO2 | -2 | -3% | ? | 0%[2.29 µM]
COc1ccc(OC)c(-c2nc(C)sc2CC(=O)O)c1 | -2 | 1% | 24 | -4%
O=C(NCCCn1ccnc1)/C(=C\c1cccnc1)NC(=O)c1ccccc1Br | . | 0% | 171 | .
COc1ccc(N=c2oc3cc(O)ccc3cc2C(=O)NCC2CCCO2)c(OC)c1 (stereo not given) | 7 | 2% | 22 | -14%
CCC1Oc2ccc(C)cc2N(CC(=O)N(Cc2ccncc2)Cc2ccco2)C1=O (stereo not given) | ? | 0% | -5 | .
CSc1ccccc1NC(=O)CN(c1ccccc1Br)S(C)(=O)=O | . | -3% | 14 | .
O=C(O)Cc1ccc2c(c1)N(S(=O)(=O)c1cccc(C(F)(F)F)c1)CC(C(=O)O)O2 (stereo not given) | -3 | -4% | 18 | -1%
Cc1nn(C(C)C(=O)N2CCc3ccccc32)c(C)c1[N+](=O)[O-] (stereo not given) | 4 | -1% | 49 | -12%
CCc1nc(SCC(=O)N2CCCC2)c2ccccc2n1 | 3 | 2% | 2 | 2%
CCNS(=O)(=O)c1ccc(NS(=O)(=O)c2cc(C)ccc2C)cc1 | 15 | -3% | 3 | -3%
CCCOc1ccccc1N/C(=N/c1nc(C)cc(C)n1)NC(=O)Nc1ccc(Cl)cc1 | 6 | -4% | ? | 14%
CCOC(=O)c1snc(-c2ccc(F)cc2)c1N | 1 | -9% | 30 | -17%
CN1CCCC(OC(=O)c2ccc3c(c2)OCCO3)C1 (stereo not given) | -9 | 3% | 5 | 6%
Cc1cc2cc(C)c3nnc(SCC(=O)Nc4ccc(S(=O)(=O)N5CCCCC5C)cc4)n3c2cc1C (stereo not given) | . | -3% | -3 | .
Cc1nn(C)c(-c2n[nH]c(=S)n2-c2ccccc2)c1Cl | . | 3% | 34 | .
Cc1cc(C)n(-c2nnc(C)n2/N=C/c2ccccc2O)n1 | 5 | 1% | 5 | -10%
COc1ccc(-c2nnc(SCc3nc4ccccc4s3)n2C(C)C)cc1 | 20 | -2% | 39 | -22%
O=C(CN(C(=O)c1ccco1)c1cccc(F)c1)NCc1ccc(F)cc1 | ? | -6% | 23 | 1%
Cc1ccc(NC(=O)c2ccco2)cc1C | 6 | -1% | 4 | -8%
O=C(Nc1nc2ccccc2n1Cc1ccc(Cl)cc1)c1ccco1 | -4 | -3% | 35 | 6%
CCOC(=O)c1ccc(NC(=O)Cn2cc3c(n2)CCC(C)C3)cc1 (stereo not given) | -2 | -1% | -22 | -4%
Cc1cc(-c2cccnc2)c(C#N)c(SCC#N)n1 | 5 | 4% | ? | -5%
O=c1[nH]c(=O)n([C@@H]2O[C@H](CO)[C@@H](O)[C@H]2O)cc1F | -2 | -2% | . | -1%
Cc1c(Br)c([N+](=O)[O-])nn1CC(=O)NCc1ccco1 | 1 | 7% | 40 | .
c1ccc(Cc2cc(-c3ccccc3)on2)cc1 | 7 | 7% | ? | .
O=C(NCCCCc1ccccc1)C1CC(c2ccc([N+](=O)[O-])cc2)=NO1 (stereo not given) | 4 | -10% | 11 | -9%
O=c1cc(-c2ccccc2O)oc2cc(O)ccc12 | . | -3% | . | -28%
C/C(=N\NC(=O)CNc1cccc2ccccc12)c1ccc(Br)s1 | . | -6% | ? | .
Cc1cccc2nc(-c3cccc(NC(=O)c4ccc(Cl)cc4)c3)cn12 | . | -1% | 37 | .
Cc1ccc(OCC(=O)Nc2ccc3c4c(cccc24)CC3)c(C)c1 | . | 3% | -6 | .
O=C(NCCCN1CCOCC1)c1ccc(CS(=O)(=O)c2c(Cl)cccc2Cl)o1 | 2 | 3% | -4 | -5%
CC(C)CCNC(=O)Cn1c(=O)oc2cc(S(=O)(=O)N3CCc4ccccc43)ccc21 | 11 | 0% | ? | -13%
Cc1cc(C)n(-c2nc(N(C)C)nc(N(C)C)n2)n1 | 5 | 2% | -26 | .
CCOC(=O)c1c(NC(=O)CSc2nnc3c(n2)[nH]c2ccc(F)cc23)sc(C(C)=O)c1C | -12 | 7% | 59 | .
CSc1ccccc1NC(=O)COc1ccc(Cl)cc1C | 3 | 1% | -23 | .
CC(=O)c1c(C)[nH]c2ccccc2c1=O | -2 | -5% | 26 | 0%
O=C(NCc1ccc(Cl)c(Cl)c1)c1cccnc1 | 3 | 1% | -22 | -3%
Cc1ccc(NC(=O)CN2C(=O)NC(Cc3c[nH]c4ccccc34)C2=O)cc1S(=O)(=O)N1CCCCC1 (stereo not given) | . | -5% | -25 | .

Some values from above.
Result of O=C(NCc1ccc(Cl)c(Cl)c1)c1cccnc1 in IMPase cell inh: 3
Result of CC(=O)c1c(C)[nH]c2ccccc2c1=O in IMPase cell inh: -2

An excerpt. The share of hits here may be higher or lower than overall.
